USP28 block: human USP28 deubiquitinase inhibition. purified USP28, Ub-rhodamine cleavage fluorescence, 30 min. inhibition, % at 25 µM. 47,000 compounds, 3% hits
OTUD3 block: inhibitors of human OTUD3 deubiquitinase. inhibition, % at 25 µM. purified OTUD3, Ub-rhodamine fluorescence, 2 h. 47,000 compounds, 0.7% hits. Q5T2D3
UCHL1 inh: blocks human UCHL1 ubiquitin-rhodamine cleavage; P09936; purified UCHL1, Ub-rhodamine cleavage fluorescence; inhibition, % at 20 µM; 47,000 compounds, 0.2% hits
Target sequence (P09936 whole entry, looked up): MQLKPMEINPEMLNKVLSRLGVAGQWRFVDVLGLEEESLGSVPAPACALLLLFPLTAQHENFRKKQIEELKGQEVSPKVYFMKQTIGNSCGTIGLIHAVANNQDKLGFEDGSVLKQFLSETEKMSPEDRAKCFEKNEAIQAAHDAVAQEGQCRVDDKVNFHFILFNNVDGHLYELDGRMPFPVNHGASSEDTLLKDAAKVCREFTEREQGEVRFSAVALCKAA
USP17 block: blocks human USP17 ubiquitin-rhodamine cleavage; purified USP17, Ub-rhodamine cleavage fluorescence, 3 h; A8MUK1; AID 1645855; inhibition, % at 50 µM; 47,000 compounds, 6.5% hits
USP7 block: blocks human USP7 ubiquitin-rhodamine cleavage; purified USP7, Ub-rhodamine cleavage fluorescence; inhibition, % at 20 µM; Q93009; AID 1645854; 47,000 compounds, 0.3% hits
USP30 inh: inhibitors of human USP30 deubiquitinase | Q70CQ3 | purified USP30, Ub-rhodamine cleavage fluorescence | inhibition, % at 25 µM | 47,000 compounds, 5.3% hits | AID 1645860
USP10 block: inhibitors of human USP10 deubiquitinase; Q14694; purified USP10, Ub-rhodamine fluorescence, 60 min; inhibition, % at 20 µM; 47,000 compounds, 1.1% hits; AID 1645856
Target sequence (Q14694 whole entry, looked up): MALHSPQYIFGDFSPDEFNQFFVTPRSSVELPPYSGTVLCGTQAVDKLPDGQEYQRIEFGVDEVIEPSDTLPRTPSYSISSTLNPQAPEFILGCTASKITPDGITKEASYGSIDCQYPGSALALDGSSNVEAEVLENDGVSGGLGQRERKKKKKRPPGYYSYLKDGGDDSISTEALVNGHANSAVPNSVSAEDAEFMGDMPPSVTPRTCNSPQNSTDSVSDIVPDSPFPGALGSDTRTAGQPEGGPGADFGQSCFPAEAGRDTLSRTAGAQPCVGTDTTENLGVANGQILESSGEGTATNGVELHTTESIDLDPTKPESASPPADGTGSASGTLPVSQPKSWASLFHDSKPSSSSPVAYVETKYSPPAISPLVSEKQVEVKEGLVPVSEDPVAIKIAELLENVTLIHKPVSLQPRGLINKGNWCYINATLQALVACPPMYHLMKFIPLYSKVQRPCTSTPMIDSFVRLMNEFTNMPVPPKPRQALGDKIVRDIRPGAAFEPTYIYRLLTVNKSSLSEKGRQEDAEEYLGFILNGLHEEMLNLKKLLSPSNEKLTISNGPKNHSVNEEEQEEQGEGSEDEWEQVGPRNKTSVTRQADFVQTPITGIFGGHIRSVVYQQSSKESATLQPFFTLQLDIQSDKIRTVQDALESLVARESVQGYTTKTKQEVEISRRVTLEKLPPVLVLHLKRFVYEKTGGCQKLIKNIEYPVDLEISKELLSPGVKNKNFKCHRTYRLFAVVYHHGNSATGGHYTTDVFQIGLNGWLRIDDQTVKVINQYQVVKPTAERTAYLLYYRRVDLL
USP8 block: inhibitors of human USP8 deubiquitinase; 47,000 compounds, 4.2% hits; inhibition, % at 20 µM; P40818; purified USP8, Ub-rhodamine cleavage fluorescence, 30 min
Numbers without * were called inactive. No stated cut-off is given here; in the data, active means inhibition above about 30%; inactive means the rest.

Results for O=C(c1ccccc1)N1CCC(Nc2cccc(Br)c2)CC1 ?
USP28 block: 3; OTUD3 block: 1; UCHL1 inh: 7; USP17 block: 3; USP7 block: -44; USP30 inh: 14; USP10 block: 2; USP8 block: 17

Results for COc1cc2c(cc1OC)C(COc1cc(C)cc(C)c1)NCC2 (stereo not drawn) ?
USP28 block: -48; OTUD3 block: -42; UCHL1 inh: -12; USP17 block: 1; USP7 block: -9; USP30 inh: -204; USP10 block: -6; USP8 block: 65*

Results for Cn1nnc2cc(-c3noc(CNC(=O)Cc4ccccc4)n3)ccc21 ?
USP28 block: 3; OTUD3 block: -5; UCHL1 inh: -3; USP17 block: 16; USP7 block: -2; USP30 inh: -38; USP10 block: -6; USP8 block: 17

What do the screens show for `Cc1ccc(NC(=O)Cn2c(=O)n(Cc3ccncc3)c(=O)c3ncccc32)cc1Cl`?
USP28 block: -10; OTUD3 block: -15; UCHL1 inh: -1; USP17 block: 16; USP7 block: -9; USP30 inh: -18; USP10 block: -4; USP8 block: -7

What do the screens show for `O=C(Nc1ccccc1Oc1ccccc1)C(c1ccccc1)c1ccccc1`?
USP28 block: 22; OTUD3 block: 19; UCHL1 inh: 8; USP17 block: 23; USP7 block: 11; USP30 inh: 37*; USP10 block: 14; USP8 block: 23

Results for O=C(COc1cccc(F)c1)N1CCSc2ccccc21 ?
USP28 block: 25; OTUD3 block: 1; UCHL1 inh: 2; USP17 block: 7; USP7 block: 0; USP30 inh: 15; USP10 block: 1; USP8 block: 1

How did Nc1c(-c2ccsc2)cnn1-c1ccccc1 do in these assays?
USP28 block: 2; OTUD3 block: -12; UCHL1 inh: 0; USP17 block: 2; USP7 block: -6; USP30 inh: -6; USP10 block: 6; USP8 block: 57*

Results for Cc1ccccc1N1C(=O)CN(S(C)(=O)=O)CC1(C)C(=O)NCc1ccc(F)cc1 (stereo not drawn) ?
USP28 block: 13; OTUD3 block: 11; UCHL1 inh: 1; USP17 block: 18; USP7 block: -4; USP30 inh: 29; USP10 block: 0; USP8 block: 18

What do the screens show for `Cc1cc(Nc2cccc(C(=O)Nc3ccc(F)cc3)c2)n2nc(-c3cccnc3)nc2n1`?
USP28 block: 3; OTUD3 block: 7; UCHL1 inh: 0; USP17 block: 4; USP7 block: 5; USP30 inh: 24; USP10 block: -6; USP8 block: 8

What do the screens show for `O=C1N[C@H]2OCCC[C@H]2[C@H](C2CCN(Cc3ccccc3)CC2)N1`?
USP28 block: -4; OTUD3 block: -6; UCHL1 inh: 0; USP17 block: -2; USP7 block: 3; USP30 inh: -6; USP10 block: 2; USP8 block: 1

How did COc1ccc2c(c1)O/C(=C\c1cc(OC)c(OC)c(OC)c1)C2=O do in these assays?
USP28 block: -33; OTUD3 block: -15; UCHL1 inh: -5; USP17 block: -46; USP7 block: 3; USP30 inh: -16; USP10 block: -5; USP8 block: 18

How did O=C(Cn1c(=O)n(-c2ccccc2)c(=O)c2oc3ccccc3c21)N1CCCC1 do in these assays?
USP28 block: 2; OTUD3 block: 0; UCHL1 inh: -3; USP17 block: 6; USP7 block: -7; USP30 inh: -26; USP10 block: 2; USP8 block: -2

What do the screens show for `CN(C)CCN1[C@H]2CCN(c3ncccn3)CC[C@@H]2Oc2ccccc2S1(=O)=O`?
USP28 block: -7; OTUD3 block: 0; UCHL1 inh: 0; USP17 block: 2; USP7 block: 2; USP30 inh: -2; USP10 block: 1; USP8 block: -3

What do the screens show for `Cc1ccc(CC(=O)Nc2nnc(C3CC(=O)N(c4ccccc4C)C3)s2)cc1` (stereo not drawn)?
USP28 block: 13; OTUD3 block: 9; UCHL1 inh: 2; USP17 block: -1; USP7 block: 2; USP30 inh: 15; USP10 block: -1; USP8 block: -80

How did Cc1nn2c(CNS(=O)(=O)Cc3cc(F)cc(F)c3)c(C)nc2s1 do in these assays?
USP28 block: 8; OTUD3 block: 13; UCHL1 inh: -1; USP17 block: 0; USP7 block: 5; USP30 inh: 17; USP10 block: -1; USP8 block: 10

What do the screens show for `COCCCNC(=O)c1ccc(Cn2c(=O)c3ccccc3n(CC(=O)Nc3ccc(OC)cc3OC)c2=O)cc1`?
OTUD3 block: 5; UCHL1 inh: 7; USP17 block: 75*; USP7 block: 8; USP10 block: 4; USP8 block: 11

Results for O=C(NCCc1c[nH]c2ccccc12)c1cc2cc(Cl)ccc2o1 ?
USP28 block: 14; OTUD3 block: 7; UCHL1 inh: 9; USP17 block: 23; USP7 block: 12; USP30 inh: 18; USP10 block: 7; USP8 block: 16

What do the screens show for `Cc1ccc(NC(=O)Cc2nnc3ccc(-c4nc(C)no4)cn23)c(C)c1`?
USP28 block: 0; OTUD3 block: 1; UCHL1 inh: -3; USP17 block: 10; USP7 block: -1; USP30 inh: 9; USP10 block: 3; USP8 block: -134

How did Cc1nc(C2CCCN2C(=O)c2cccc3ncccc23)ncc1C(=O)N1CCOCC1 (stereo not drawn) do in these assays?
USP28 block: -3; OTUD3 block: -1; UCHL1 inh: -1; USP17 block: -13; USP7 block: 1; USP30 inh: 0; USP10 block: 0; USP8 block: -5

What do the screens show for `CC(C)(C)c1cnc(CN2CCOC(Cn3cccn3)C2)o1` (stereo not drawn)?
USP28 block: 13; OTUD3 block: 14; UCHL1 inh: 0; USP17 block: 4; USP7 block: 0; USP30 inh: 4; USP10 block: -4; USP8 block: 6

Random excerpt: four entries already listed.
What do the screens show for `Cc1cc(Nc2cccc(C(=O)Nc3ccc(F)cc3)c2)n2nc(-c3cccnc3)nc2n1`?
USP28 block: 3; OTUD3 block: 7; UCHL1 inh: 0; USP17 block: 4; USP7 block: 5; USP30 inh: 24; USP10 block: -6; USP8 block: 8

How did Cc1nc(C2CCCN2C(=O)c2cccc3ncccc23)ncc1C(=O)N1CCOCC1 (stereo not drawn) do in these assays?
USP28 block: -3; OTUD3 block: -1; UCHL1 inh: -1; USP17 block: -13; USP7 block: 1; USP30 inh: 0; USP10 block: 0; USP8 block: -5

What do the screens show for `Cc1ccc(NC(=O)Cc2nnc3ccc(-c4nc(C)no4)cn23)c(C)c1`?
USP28 block: 0; OTUD3 block: 1; UCHL1 inh: -3; USP17 block: 10; USP7 block: -1; USP30 inh: 9; USP10 block: 3; USP8 block: -134

What do the screens show for `CC(C)(C)c1cnc(CN2CCOC(Cn3cccn3)C2)o1` (stereo not drawn)?
USP28 block: 13; OTUD3 block: 14; UCHL1 inh: 0; USP17 block: 4; USP7 block: 0; USP30 inh: 4; USP10 block: -4; USP8 block: 6

More entries follow:
Results for COc1ccc(N(C)S(=O)(=O)c2ccc3c(c2)CCN3C(=O)C2CC2)c(OC)c1 ?
USP28 block: 7; OTUD3 block: 8; UCHL1 inh: 2; USP17 block: 9; USP7 block: 0; USP30 inh: 20; USP10 block: 2; USP8 block: 7

What do the screens show for `CCc1nccn1Cc1nc(-c2ccc(OC)c(OC)c2)no1`?
USP28 block: -6; OTUD3 block: -2; UCHL1 inh: 0; USP17 block: 1; USP7 block: 1; USP30 inh: -26; USP10 block: -4; USP8 block: 1

Results for O=S(=O)(NC12CC3CC(CC(C3)C1)C2)c1ccc(S(=O)(=O)N2CCCCC2)cc1 ?
USP28 block: -5; OTUD3 block: 1; UCHL1 inh: -1; USP17 block: 16; USP7 block: 7; USP30 inh: 16; USP10 block: 7; USP8 block: -7

What do the screens show for `CCc1nnc2ccc(-c3noc(-c4ccc5c(c4)OCO5)n3)cn12`?
USP28 block: -16; OTUD3 block: 1; UCHL1 inh: 1; USP7 block: 0; USP30 inh: -3; USP10 block: -1; USP8 block: -8

What do the screens show for `Cc1ccc(-c2nc(Cn3c(=O)n(C(C)C)c(=O)c4ccccc43)c(C)o2)cc1`?
USP28 block: -6; OTUD3 block: 1; UCHL1 inh: 2; USP17 block: -7; USP7 block: 2; USP30 inh: 0; USP10 block: 0; USP8 block: 6

Results for O=C(NCCCN1CCCC1=O)c1cc(Cl)ccc1-n1cnnn1 ?
USP28 block: 6; OTUD3 block: 12; UCHL1 inh: 1; USP17 block: -26; USP7 block: 3; USP30 inh: 22; USP10 block: -1; USP8 block: 16

What do the screens show for `COc1ccc2cc(CN(Cc3ccc(F)cc3)C(=O)NC3CCCCC3)c(=O)[nH]c2c1`?
USP28 block: 5; OTUD3 block: -3; UCHL1 inh: 8; USP17 block: -4; USP7 block: 4; USP30 inh: 8; USP10 block: 8; USP8 block: 6

Results for C=C1CCC2[C@](C)(CO)[C@H](O)CC[C@@]2(C)[C@@H]1/C=C/C1=CCOC1=O (stereo partly drawn) ?
USP28 block: 1; OTUD3 block: 13; UCHL1 inh: -2; USP17 block: 0; USP7 block: -4; USP30 inh: 5; USP10 block: -1; USP8 block: -6

What do the screens show for `CC(C)CN1CC(=O)N2C(CCc3ccccc3)c3[nH]c4ccccc4c3C[C@@H]2C1=O` (stereo partly drawn)?
USP28 block: 7; OTUD3 block: 1; UCHL1 inh: 4; USP7 block: 8; USP30 inh: -40; USP10 block: -4; USP8 block: 12

Results for COCC(=O)N1CCCC(c2cc(-c3cc(C)[nH]n3)nc(C)n2)C1 (stereo not drawn) ?
USP28 block: 13; OTUD3 block: 13; UCHL1 inh: 1; USP17 block: 3; USP7 block: 7; USP30 inh: 6; USP10 block: -2; USP8 block: -2

How did COc1ccc(N2CC(C)Cn3c2nc2c3c(=O)[nH]c(=O)n2C)cc1 (stereo not drawn) do in these assays?
USP28 block: -13; OTUD3 block: -1; UCHL1 inh: 0; USP17 block: -7; USP7 block: 4; USP30 inh: -1; USP10 block: 0; USP8 block: -6

How did COc1ccc(C2C3=C(Nc4ncnn42)c2ccccc2C3=O)cc1 (stereo not drawn) do in these assays?
USP28 block: 0; OTUD3 block: 6; UCHL1 inh: -1; USP17 block: 13; USP7 block: 2; USP30 inh: -8; USP10 block: -4; USP8 block: -4

Results for COc1ccc(NC(=O)c2cccc(C#N)c2)cc1S(=O)(=O)Nc1ccccc1Cl ?
USP28 block: -6; OTUD3 block: -9; UCHL1 inh: 1; USP17 block: 0; USP7 block: 1; USP30 inh: -4; USP10 block: 5; USP8 block: 10

How did CC1CCN(CCCNC(=O)c2cccc(N3CCCC3=O)c2)CC1 do in these assays?
USP28 block: -14; OTUD3 block: -7; UCHL1 inh: -3; USP17 block: 0; USP7 block: -2; USP30 inh: -10; USP10 block: -3; USP8 block: 1

What do the screens show for `N#Cc1cccc(NC(=O)/C=C/c2cccc3ccccc23)c1`?
USP28 block: 4; OTUD3 block: -3; UCHL1 inh: 0; USP17 block: 35*; USP7 block: -95; USP30 inh: -15; USP10 block: -3; USP8 block: 29

How did Cn1cc(-c2cnc(N3CCCC3)nc2)cc1C(=O)NCc1ccccc1 do in these assays?
USP28 block: -53; OTUD3 block: -52; UCHL1 inh: -16; USP17 block: -51; USP7 block: -21; USP30 inh: -211; USP10 block: -4; USP8 block: -20

Results for COc1ccc(Cl)cc1NC(=O)Cn1cc(S(=O)(=O)N2CCC(C)CC2)c2ccccc2c1=O ?
USP28 block: 4; OTUD3 block: -3; UCHL1 inh: 7; USP17 block: 0; USP7 block: 7; USP30 inh: 1; USP10 block: 5; USP8 block: 5

What do the screens show for `CC(C)COC1CC2(CCN(S(=O)(=O)c3cn(C)cn3)CC2)C1`?
USP28 block: -8; OTUD3 block: -2; UCHL1 inh: -2; USP17 block: -24; USP7 block: -4; USP30 inh: 0; USP10 block: 2; USP8 block: -67

Results for c1ccc(Nc2cc(C3CCCNC3)ccn2)nc1 (stereo not drawn) ?
USP28 block: -1; OTUD3 block: -1; UCHL1 inh: -3; USP17 block: -18; USP7 block: -1; USP30 inh: 0; USP10 block: 3; USP8 block: -96

What do the screens show for `CCOC(=O)c1ccc(NC(=O)CSc2nc(-c3ccco3)nc3cc(=O)[nH]n23)cc1`?
USP28 block: 7; OTUD3 block: -2; UCHL1 inh: 5; USP17 block: 27; USP7 block: 11; USP30 inh: -28; USP10 block: 13; USP8 block: 6

Results for O=C(Cn1cc(S(=O)(=O)N2CCCC2)ccc1=O)Nc1ccc(F)cc1 ?
USP28 block: 9; OTUD3 block: 10; UCHL1 inh: 3; USP17 block: 7; USP7 block: 3; USP30 inh: 25; USP10 block: 2; USP8 block: 9

Results for O=c1[nH]c(N2CCOCC2)nc2c1CCN(S(=O)(=O)c1ccc(Cl)cc1)CC2 ?
USP28 block: 9; OTUD3 block: 10; UCHL1 inh: 2; USP17 block: 12; USP7 block: 4; USP30 inh: 13; USP10 block: 0; USP8 block: 17

What do the screens show for `Cn1c(=O)c2ccc(C3CCN(C(=O)CCc4ccccc4)C3)nc2n(C)c1=O` (stereo not drawn)?
USP28 block: 7; OTUD3 block: 11; UCHL1 inh: -1; USP17 block: -1; USP7 block: 0; USP30 inh: 14; USP10 block: 0; USP8 block: 1

Source: PubChem BioAssay
